PTHR1 ag – activates the human parathyroid hormone receptor PTHR1; AID 743266; 410,000 compounds, 0.075% hits; Potency, µM (titrated, usually from 115 µM), for the others: at the top dose activation, hits mostly activators; HEK293 GP2 PTHR1 cells, GloSensor cAMP luminescence, 1 h; Q03431; further: potency means the concentration at half of the fitted maximal effect; nearly all actives have a fitted effect of over 55% in size; some results filed as inactive show a strong effect at the top dose; inactives centre near -15; many of its hits are not listed in these tables
Target sequence (Q03431 whole entry, looked up): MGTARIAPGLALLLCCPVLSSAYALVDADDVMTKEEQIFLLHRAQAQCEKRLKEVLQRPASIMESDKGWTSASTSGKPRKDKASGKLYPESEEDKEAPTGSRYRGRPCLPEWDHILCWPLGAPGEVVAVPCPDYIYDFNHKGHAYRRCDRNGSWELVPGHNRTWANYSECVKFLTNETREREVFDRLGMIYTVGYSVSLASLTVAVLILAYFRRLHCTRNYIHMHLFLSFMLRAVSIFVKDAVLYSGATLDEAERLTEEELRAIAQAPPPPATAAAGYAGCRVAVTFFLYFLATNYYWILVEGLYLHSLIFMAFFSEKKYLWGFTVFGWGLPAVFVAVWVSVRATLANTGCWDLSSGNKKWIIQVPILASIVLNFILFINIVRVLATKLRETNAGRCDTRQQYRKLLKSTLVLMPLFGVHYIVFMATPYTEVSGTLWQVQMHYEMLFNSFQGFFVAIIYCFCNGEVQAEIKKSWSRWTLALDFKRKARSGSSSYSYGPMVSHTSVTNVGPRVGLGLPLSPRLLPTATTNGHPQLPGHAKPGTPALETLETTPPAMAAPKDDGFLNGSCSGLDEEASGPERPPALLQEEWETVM
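HEK-293-derived GP2 cells expressing PTHR1 and a GloSensor cAMP reporter, 3,000/well, plated overnight, given luciferin plus IBMX (each 0.5 mM as added) for 1 h at 37 °C, then compound for 1 h at 37 °C. Luminescence was read after 15 min at room temperature.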
FUS suppressor – suppressors of FUS proteinopathy in yeast | 390,000 compounds, 0.24% hits | Potency, µM (titrated, usually from 76.6 µM), without a hit: top-dose growth rescue (activation), most hits filed as activators | S. cerevisiae FUS-expressing, growth rescue, OD600, 24 h;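 further: potency means the concentration at half of the fitted maximal effect; plate controls were DMSO vehicle for no effect and reference control for full effect; nearly all actives have a fitted effect of over 55% in size; some results filed as inactive show a strong effect at the top dose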
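Restored growth of FUS-toxic S. cerevisiae, read as 600 nm absorbance after 24 h at 30C in galactose medium (starting OD 0.005). Controls CP55940 and DMSO.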
Abeta yeast res – compounds reversing amyloid beta toxicity in yeast; yeast expressing A-beta42, growth rescue, OD600, 48 h; response scale: 0% DMSO, 100% iron-clioquinol control; 410,000 compounds, 0.063% hits; Potency, µM (top dose mostly 46.1 µM), inactives show at the highest dose growth rescue, most hits filed as activators; further: potency means the concentration at half of the fitted maximal effect; nearly all actives have a fitted effect of over 55% in size
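Yeast growth medium received pinned compounds, then yeast cells expressing toxic A-beta were added; plates incubated at 30 C for 48 hr. Growth read as absorbance at 600 nm, normalized to DMSO and equimolar FeCl3 plus clioquinol controls.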
aSyn rescue – inhibitors of alpha-synuclein toxicity in yeast | Yeast expressing alpha-synuclein, growth rescue, BacTiter-Glo, 24 h | Potency, µM (highest dose often 46.1 µM), without a hit: at the top dose growth rescue (activation), hits mostly activators | 370,000 compounds, 0.14% hits | AID 652106; further: potency means the concentration at half of the fitted maximal effect; % of control where 0% means no effect; nearly all actives have a fitted effect of over 65% in size
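Galactose-induced alpha-syn yeast (OD600=0.02, raffinose-pregrown) + pinned cpd, 24 hr, 30 deg C; growth by BacTiter-Glo luminescence. Growth restoration scores as activation.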
GLP1R ag – activates the human GLP-1 receptor; HEK293 GLP-1R CRE-luciferase, luminescence, 4-6 h; cells express a hypersensitive GLP-1R form; Potency, µM (doses to about 45.6 µM), for inactives: top-dose activation, most hits filed as activators; 380,000 compounds, 0.007% hits; further: potency means the concentration at half of the fitted maximal effect; % of control where 0% means no effect
Target sequence (P43220 whole entry, looked up): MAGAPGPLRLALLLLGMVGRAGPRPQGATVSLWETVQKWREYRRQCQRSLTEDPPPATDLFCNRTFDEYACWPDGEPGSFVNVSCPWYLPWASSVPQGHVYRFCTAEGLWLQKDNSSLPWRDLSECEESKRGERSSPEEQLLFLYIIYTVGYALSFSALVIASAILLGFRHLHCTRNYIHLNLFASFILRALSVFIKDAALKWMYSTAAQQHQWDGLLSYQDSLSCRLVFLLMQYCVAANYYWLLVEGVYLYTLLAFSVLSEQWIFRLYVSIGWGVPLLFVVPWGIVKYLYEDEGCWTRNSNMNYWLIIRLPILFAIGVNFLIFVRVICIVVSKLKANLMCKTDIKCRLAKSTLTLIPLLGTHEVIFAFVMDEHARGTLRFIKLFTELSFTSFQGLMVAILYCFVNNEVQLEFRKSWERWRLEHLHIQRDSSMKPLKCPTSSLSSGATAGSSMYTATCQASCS
TDP-43 yeast inh – rescues yeast growth from TDP-43 toxicity; AID 652104; TDP-43 expressing yeast growth rescue, BacTiter-Glo, 24 h; Potency, µM (titrated, usually from 46.1 µM), for the others: at the highest dose growth rescue (activation), usual class: activators; 410,000 compounds, 1.8% hits; further: potency means the concentration at half of the fitted maximal effect; % of control where 0% means no effect; nearly all actives have a fitted effect of over 50% in size
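Readout is BacTiter-Glo luminescence of cell growth, so inhibitors register as activators. TDP-43-expressing yeast at OD600=0.02 in galactose medium, after raffinose pregrowth to mid-log, were incubated with compound for 24 hr at 30 deg C.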
D3 antag – antagonists of human D3 dopamine receptor; P35462; D3R cells, DiscoveRx beta-arrestin luminescence, antagonist mode; stronger effect = lower value; max response, negative = inhibition, %; 360,000 compounds, 2.5% hits; in the data active means max response below about -50%; inconclusive means no clear call, values can overlap the other calls; further: on the % scale 0 is the no-effect control and ±100 the full control effect; mostly tested at two doses, the higher about 12 µM
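Cells expressing the human receptor were seeded at 1500 cells/well, incubated overnight at 37 degrees C in 5% CO2, then exposed to library compounds with dopamine controls for 90 minutes at 37 degrees C before luminescent detection.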
GLP-1R inv ag – inverse agonists of human GLP-1 receptor; 410,000 compounds, 1.6% hits; AID 624417; HEK293 GLP-1R CRE-luciferase, luminescence, 24 h; GLP-1R form is constitutively active; Potency, µM (titrated, usually from 38.3 µM), for inactives: top-dose activity change, negative = inhibition, actives largely listed as inhibitors; further: potency means the concentration at half of the fitted maximal effect; on the % scale 0 is the no-effect control and ±100 the full control effect; nearly all actives have a fitted effect of over 55% in size
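Luminescence readout: a drop in cAMP-driven luciferase signal flags inverse agonism at a constitutively active GLP-1R stably expressed in HEK293. Compound exposure lasted 24 hr at 37 deg C, 5% CO2.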
pAkt inh – blocks phosphorylation of Akt. Neuro2A IGF-stimulated pAkt S473 HTRF, 20 min; stronger effect = lower value. 360,000 compounds, 0.32% hits. activity change, % for hits at 50 µM; in the data active means activity change below about -80%; inconclusive means mostly about -51% to -80%; further: on the % scale 0 is the no-effect control and ±100 the full control effect
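Neuro2A cells in DMEM with 0.5% FBS, overnight at 37 deg C, given compound at single 50 µM final, then IGF (6 nM final) for 20 min at 37 deg C. Lysed; phospho-Akt Ser473 by HTRF after 24 h, 665/615 ratio.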
Active calls of the source: *; i = inactive; ? = inconclusive; . = no result given; & = joins results of further samples; [ ] = another dose, or the depositor's remark. Unless noted, the call rests on the fitted dose curve; in most records, active means well fitted curve in the direction sought with a large enough effect; inconclusive means small, poorly fitted or top-dose-only effect, or another doubt; inactive means no such curve, though single readings can be large; an effect the other way counts as inactive or inconclusive. This is a subset; count on the stated rates, not on these rows.

Order of values – PTHR1 ag, FUS suppressor, Abeta yeast res, aSyn rescue, GLP1R ag, TDP-43 yeast inh, D3 antag, GLP-1R inv ag, pAkt inh
#1 NC(=O)c1cc(S(=O)(=O)NCc2cccc(Br)c2)cs1
 : -30%&-31%, -14%&-5%, -10%&-13%, 4%, 0%, 14%&16%, 1, -13%&-9%, .
#2 CCCCn1c(N)c(N(Cc2ccccc2OC)C(=O)C(C)Oc2ccc(F)cc2)c(=O)[nH]c1=O (stereo unspecified)
 : i, -1%, 18%, 0%, 1%, 15%, -5, 8%, i
#3 Oc1cccc(-c2nc(-c3cccs3)c(-c3cccs3)[nH]2)c1
 : -19%, 33%, 9%, ., ., 7%, ., ?, .
#4 COC(=O)c1c(-c2c(Cl)cccc2Cl)noc1NC(=O)NN1CCCCC1
 : -16%, 13%, 1%, 0%, 26%, 13%, 6, ?, i
#5 CCc1ccc(NC(=O)CSc2nnc(-c3cnccn3)n2C)cc1
 : -8%, 1%, -9%, 1%, -2%, 21%, 17, 11%, i
#6 O=C1OCc2cc(-n3cccc3)ccc21
 : -15%, 23%, 28%, 1%, 5%, ?, -13, 41%[activator][7.66 µM], i
#7 O=C(COc1ccc(Br)cc1Br)NC(=S)Nc1cccc(CO)c1
 : -12%, ., -5%, -1%, -1%, -27%, -20, 31%[activator], i
#8 O=C(CCN=C1NS(=O)(=O)c2ccccc21)OCC(=O)c1ccc(F)c(F)c1
 : -14%, -4%, 2%, -2%, 3%, 9%, -8, -6%, i
#9 Cc1cscc1-c1cc2nc(NCCCN(C)C)n(C)c(=O)c2s1
 : ?, 26%, 19%, -6%, -3%, ?, 2, ?, .
#10 O=S(=O)(c1ccc(OCC(O)CN2CCCC2)cc1)N1CCOCC1 (stereo unspecified)
 : i, 0%, 16%, 2%, -11%, 4%, 3, 18%, i
#11 O=[N+]([O-])/C=C/c1cn(Cc2ccccc2)c2ccccc12
 : -14%[57.5 µM], -3%, -68%[inhibitor], 1%, -34%, 10µM*, -21, ?, i
#12 COc1ccc(N2CCN(C(=O)CC3NC4CCCCC4NC3=O)CC2)cc1 (stereo unspecified)
 : 16%[57.5 µM], 13%, -5%, -2%, -13%, -7%, 8, 0%, i
#13 CC12CCC(=O)N1C(C(=O)Nc1ccc(S(=O)(=O)N3CCCCC3)cc1)CS2 (stereo unspecified)
 : -2%, -8%, 3%, 2%, -6%, 18%, 4, -2%, i
#14 CC(=O)c1ccc(NC(=S)N2CCCC2)cc1
 : i, 1%, 7%, -2%, -2%, -3%, 2, 40%[activator], i
#15 CC(C)NC(=O)NC(=O)COc1ccc(Br)cc1Br
 : -29%, ., ?, 14%, 0%, ?, 3, ?, i
#16 CC(C)=CCC/C(C)=C/COc1ccc2ccc(=O)oc2c1
 : -35%[inhibitor], -11%, 2%, 5%, 28%, ?, -14, ?, i
#17 N#CCC(=O)Nc1ccc(C(=O)OCC(=O)c2ccc3c(c2)OCCO3)cc1
 : -3%, 24%, -13%, -5%, 15%, 17%, 0, 15%, i
#18 CC(c1ccco1)N(C(=O)c1ccccc1F)c1ccccn1 (stereo unspecified)
 : i, 8%, 6%, 1%, 11%, -11%, -29, 4%, i
#19 COc1cc(OC)c(C(=O)Nc2ccccc2-c2ccccc2)cc1OC
 : -14%, 31%, -26%, 14%, 15%, 25%, 2, ?, i
#20 O=C(CN1CCN(S(=O)(=O)c2ccc(Br)cc2)CC1)Nc1ccc(F)cc1
 : -46%[inhibitor], 11%, 30%, 7%, 2%, ?, -10, ?, i
#21 O=C(CN1C(=O)C2(SCC(=O)N2c2cccc(F)c2)c2ccccc21)NCc1ccccc1Cl (stereo unspecified)
 : -26%, 0%, 0%, -10%, -1%, 12%, ., 8.9µM*, .
#22 COc1c2c(nc3occc13)C(CC=C(C)C)(OC)C(=O)C=C2 (stereo unspecified)
 : -36%[inhibitor], -7%, 15%, 8%, -1%, 12%, -11, 1%, i
#23 O=c1[nH]c2cc3c(cc2cc1CN(CCN1CCOCC1)C(=S)NCC1CCCO1)OCO3 (stereo unspecified)
 : -13%, -17%, 4%, 1%, 6%, 10%, 2, 2%, i
#24 Cc1c(C(=O)O)oc2c1-c1nn(Cc3ccccc3Cl)cc1CC2
 : i, 8%, 15%, ., ., 16µM*, ., 10%, .
#25 CCc1nn2c(=O)cc(COC(=O)c3ccc(NC(=O)COc4ccc(C)cc4)cc3)nc2s1
 : ?, 17%, -15%, ., ., -14%, ., -11%, .
#26 CCCCCCCCCCCCN1[C@@H](CC(=O)OC)c2cc(F)ccc2S1(=O)=O
 : -19%, 1%, -5%, -2%, -4%, 16%, 30, ?, i
#27 O=C(CSc1nnc2scc(-c3ccccc3)n12)NCC1CCCO1 (stereo unspecified)
 : i, 13%, 12%, -4%, -2%, 7%, 4, 6%, i
#28 O=C(CCNS(=O)(=O)c1ccc(Cl)cc1)N1CCOCC1
 : -16%, ., 2%, 2%, -7%, 19%, 4, 6%, i
#29 CCC(CC)C(=O)N1CCN(c2cccc(C)c2C)CC1
 : -7%, 56%, -28%, -10%, 2%, ?, -9, ?, i
#30 COc1ccc(NC(=O)Nc2ccc(OC)c(OC)c2)c([N+](=O)[O-])c1
 : i, ., 8%, 2%, -8%, -7%, 13, -2%, i
#31 CCCNC(=O)c1ccc(N2CCC3(CC2)CC(c2ccccc2)=NO3)c(N)c1
 : -37%[inhibitor], 4%, 7%, -5%, 10%, -15%, 0, 0%, i
#32 Cc1cc(Nc2cccc([N+](=O)[O-])c2)n2c(nc3ccccc32)c1C#N
 : -16%[57.5 µM], -13%, 3%, -8%, -10%, 6%, -93*, ?, i
#33 COC(=O)COc1cc(OCC(=O)OC)c2c(C)c(Cl)c(=O)oc2c1
 : i, ., 8%, 10%, 0%, 18%, -8, 3%, i
#34 CCOc1ccccc1CN1CCC(N2CCC(C(=O)NC3CC3)CC2)CC1
 : -10%, -6%, 1%, 4%, 0%, 7%, 6, -31%, i
#35 O=C(Nc1nnc(C2=COCCO2)o1)c1ccc(F)cc1
 : i, 5%, 3%, 14%, -3%, 11%, 1, ?, i
#36 Cc1ccccc1NC(=O)Cn1cc(S(=O)(=O)N2CCCC2)c(S(=O)(=O)N2CCCC2)c1
 : i, 22%, -12%, ., ., 13%, ., 6%, .
#37 COc1ccc(CNS(=O)(=O)c2ccc3c(c2)C(C)(C)C(=O)N3C)cc1
 : i, -5%, 11%, -2%, -1%, -7%, -12, -2%, i
#38 COc1cc(Nc2nnc(C)s2)c(Cl)cc1Cl
 : i, -2%, 5%, 2%, -1%, 9%, 7, -16%, i
#39 COc1ccc(CCNC(=O)c2sc3ccccc3c2Cl)cc1OC
 : -21%, 2%, -33%, 0%, 9%, 1%, 1, 5%, i
#40 CC(=O)OCCN(CCOC(C)=O)c1c(C)[nH]c(=O)[nH]c1=O
 : -29%[57.5 µM], -19%, -4%, -7%, -3%, -24%, -19, 38%[activator], i
#41 Cc1ccc(S(=O)(=O)Nc2cccc(C(=O)N3CCN(c4ccccc4O)CC3)c2)cc1F
 : -22%, ?, 11%, 6%, 11%, -25%, -7, ?, i
#42 CCCNC(=O)Cn1cnc2sc(C(=O)N3CCN(c4ccc(F)cc4)CC3)c(C)c2c1=O
 : -3%, -14%, 7%, 5%, -12%, -9%, 13, -10%, i
#43 NS(=O)(=O)c1ccc(CNC(=O)COc2ccc3c4c(c(=O)oc3c2)CCCC4)cc1
 : i, -26%, 2%, -1%, 1%, -1%, -3, 14%, i
#44 N#Cc1cc2c(nc1SCc1ccccc1)CCCC2
 : i, -24%, 10%, 0%, -2%, 11%, 2, 11%, i
#45 CCOC(=O)C1(CCCc2ccccc2)CCN(C(=O)CCCn2cncn2)CC1
 : i, 37%, 4%, 14%, 23%, -4%[0.397 µM], 30, -18%, i
#46 Cc1ccc(C(=O)OCC(=O)Nc2cccc(Br)c2)s1
 : -7%, -53%[inhibitor], 8%, -1%, 6%, 8%, -4, -5%, i
#47 CCN(CC)S(=O)(=O)c1ccc(N2CCCC2)c(C(=O)OCC(=O)/C(C#N)=C(\C)N)c1
 : -5%, 27%, 21%, -1%, 5%, 22%, 7, 33%[activator], i
#48 CC(C)(C)CC(=O)Nc1nnc(SCC(=O)NC2CCCC2)s1
 : -20%, 10%, -13%, -1%, 4%, -9%, 7, -12%, i
#49 CC1SC(=NC(=O)c2ccco2)NC1=O (stereo unspecified)
 : i, 21%, 6%, -1%, -8%, 2%, ?, 0%, i
#50 Cc1ccc(S(=O)(=O)N2CCN(CC(=O)NC(=O)NCc3ccco3)CC2)cc1C
 : i, 13%, 10%, -1%, 7%, 12%, 0, -4%, i
#51 COc1ccc(CN2CCC(C(=O)Nc3ccc(Oc4cccnc4)cc3)CC2)c(C)c1C
 : i, 5%, -1%, -8%, -3%, 5%, -26, ?, i
#52 Cc1ccc(C)c(OCCOCCn2c(-c3ccc(Br)cc3)nc3ccccc3c2=O)c1C
 : i, -18%, -2%, ., ., 28%, ., -24%, .
#53 COc1cc2c(cc1OC)CN(C(=S)Nc1ccccc1Cl)CC2
 : -8%, -1%, 15%, -4%, -3%, 21%, -17, ?, i
#54 CC1(CCc2ccc(O)cc2)NC(=O)NC1=O (stereo unspecified)
 : i, -10%, 10%, -1%, -5%, 0%, 14, 8%, i
#55 CC(C)NC(=O)C1CC(=O)N(c2ccc(F)c(Cl)c2)C1 (stereo unspecified)
 : i, -22%, 7%, -6%, -17%, 0%, 39, 10%, i
#56 Cc1cccc(C)c1Nc1nnc(SCC(=O)NCc2cccs2)s1
 : i, ., 0%, -6%, -8%, 4%, 2, -1%, i
#57 Cc1ccccc1COC(=O)CCCC1=NS(=O)(=O)c2ccccc2N1
 : i, -20%, -5%, 0%, 4%, -10%, -8, -15%, i
#58 NC(=O)CSc1oc(-c2cccs2)nc1S(=O)(=O)c1ccccc1
 : i, -8%, 21%, 2%, 1%, 5%, 27, 7%, i
